DRD3 antagonist: D3 dopamine receptor (human) antagonism | P35462 | D3R cells, DiscoveRx beta-arrestin luminescence, antagonist mode; hits give low values | max response, negative = inhibition, % | 360,000 compounds, 2.5% hits | AID 652054; in the data active = max response below about -50%; inconclusive = no clear call, values can overlap the other calls; also: % is scaled to controls: 0 for no effect and ±100 for the full control effect; mostly tested at two doses, the higher about 12 µM
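Cells expressing the human receptor were seeded at 1500 cells/well, incubated overnight at 37 degrees C in 5% CO2, then exposed to library compounds with dopamine controls for 90 minutes at 37 degrees C before luminescent detection.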
DRD3 agonist: D3 dopamine receptor (human) agonism; 410,000 compounds, 0.58% hits; D3R DiscoveRx beta-arrestin cells, luminescence, 90 min; max activation, %; in the data active = max activation above about 30%; also: 0% is about no effect; mostly tested at two doses, the higher about 12 µM
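Agonist-mode cell screen: cells plated at 1500/well and incubated overnight at 37 °C, then exposed to library compounds for 90 min at 37 °C. Detection reagent was added for 30–60 min at room temperature, and luminescence was read.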
aSyn yeast inh: inhibitors of alpha-synuclein toxicity in yeast; Yeast expressing alpha-synuclein, growth rescue, BacTiter-Glo, 24 h; Potency, µM (highest dose often 46.1 µM), inactives show top-dose growth rescue (activation), usual class: activators; 370,000 compounds, 0.14% hits; AID 652106; also: potency is read from the fitted curve at half-maximal effect; % of control where 0% means no effect; nearly all actives have a fitted effect of over 65% in size
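Rescue of yeast growth: cells expressing toxic alpha-synuclein, induced in galactose at OD600 0.02, incubated with compound 24 h at 30 C. ATP luminescence quantified growth; inhibitors of toxicity appear as activators.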
EPAC2 agonist: agonists of human EPAC2 (RAPGEF4); Potency, µM (series often up to 154 µM), without a hit: at the highest dose activation, hits mostly activators; Q8WZA2; AID 720711; 360,000 compounds, 0.079% hits; EPAC2 activation, biochemical qHTS; response scale: 100% = 6.5 mM cAMP response; also: potency is read from the fitted curve at half-maximal effect; nearly all actives have a fitted effect of over 50% in size
Target sequence (Q8WZA2 whole entry, looked up): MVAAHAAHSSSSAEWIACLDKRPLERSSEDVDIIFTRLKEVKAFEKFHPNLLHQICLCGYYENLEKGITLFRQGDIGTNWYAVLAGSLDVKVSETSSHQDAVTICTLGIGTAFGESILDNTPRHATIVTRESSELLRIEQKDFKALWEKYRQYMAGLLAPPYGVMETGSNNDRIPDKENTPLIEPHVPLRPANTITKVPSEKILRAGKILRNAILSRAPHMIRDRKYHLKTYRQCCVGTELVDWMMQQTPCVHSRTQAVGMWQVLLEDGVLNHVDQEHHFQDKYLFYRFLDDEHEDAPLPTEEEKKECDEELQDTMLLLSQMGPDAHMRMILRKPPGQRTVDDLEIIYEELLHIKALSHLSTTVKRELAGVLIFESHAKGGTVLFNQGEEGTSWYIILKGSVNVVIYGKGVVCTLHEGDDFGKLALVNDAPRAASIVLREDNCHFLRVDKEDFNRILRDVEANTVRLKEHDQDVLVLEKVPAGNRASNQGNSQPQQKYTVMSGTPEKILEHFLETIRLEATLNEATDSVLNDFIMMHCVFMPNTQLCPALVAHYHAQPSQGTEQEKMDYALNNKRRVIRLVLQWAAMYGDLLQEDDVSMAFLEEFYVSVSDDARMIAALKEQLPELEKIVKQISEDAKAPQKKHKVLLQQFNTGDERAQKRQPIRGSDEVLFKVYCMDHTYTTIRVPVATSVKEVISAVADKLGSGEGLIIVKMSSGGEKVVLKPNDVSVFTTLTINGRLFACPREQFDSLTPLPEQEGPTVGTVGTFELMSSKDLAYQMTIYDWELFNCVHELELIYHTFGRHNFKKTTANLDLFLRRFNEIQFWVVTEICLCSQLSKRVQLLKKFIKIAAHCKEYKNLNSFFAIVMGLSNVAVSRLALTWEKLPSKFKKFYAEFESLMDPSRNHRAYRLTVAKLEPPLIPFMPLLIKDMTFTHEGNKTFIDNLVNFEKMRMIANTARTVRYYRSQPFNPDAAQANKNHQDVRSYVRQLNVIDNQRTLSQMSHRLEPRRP
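In this primary screen, activation is scored as increased exchange of BODIPY-GDP from Rap1B by 100 nM EPAC2, with 50 uM GDP as competitor. Signal is normalized to the 6.5 mM cAMP agonist control.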
EPAC2 antag: antagonists of human EPAC2; EPAC2 GEF exchange of Rap1B-BODIPY-GDP, fluorescence; 360,000 compounds, 0.18% hits; Potency, µM (series often up to 114 µM), without a hit: top-dose activity, negative = inhibition, actives largely listed as inhibitors; also: potency is read from the fitted curve at half-maximal effect; % is scaled to controls: 0 for no effect and ±100 for the full control effect; nearly all actives have a fitted effect of over 45% in size; many of its hits are not listed in these tables
TDP43 rescue: rescues yeast growth from TDP-43 toxicity | TDP-43 expressing yeast growth rescue, BacTiter-Glo, 24 h | Potency, µM (doses to about 46.1 µM), for the others: at the highest dose growth rescue (activation), most hits filed as activators | 410,000 compounds, 1.8% hits | AID 652104; also: potency is read from the fitted curve at half-maximal effect; % of control where 0% means no effect; nearly all actives have a fitted effect of over 50% in size
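Yeast cells expressing TDP-43 under galactose induction are exposed to compounds for 24 hr at 30 deg C. BacTiter-Glo luminescence measures growth, so protective compounds score as activators.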
Abeta yeast res: compounds reversing amyloid beta toxicity in yeast; yeast expressing A-beta42, growth rescue, OD600, 48 h; response scale: 0% DMSO, 100% iron-clioquinol control; Potency, µM (titrated, usually from 46.1 µM), without a hit: top-dose growth rescue, hits mostly activators; 410,000 compounds, 0.063% hits; AID 1347071; also: potency is read from the fitted curve at half-maximal effect; nearly all actives have a fitted effect of over 55% in size
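Yeast growth medium received pinned compounds, then yeast cells expressing toxic A-beta were added; plates incubated at 30 C for 48 hr. Growth read as absorbance at 600 nm, normalized to DMSO and equimolar FeCl3 plus clioquinol controls.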
FUS suppressor: suppressors of FUS proteinopathy in yeast; S. cerevisiae FUS-expressing, growth rescue, OD600, 24 h; Potency, µM (top dose mostly 76.6 µM), without a hit: at the top dose growth rescue (activation), hits mostly activators; 390,000 compounds, 0.24% hits;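 also: potency is read from the fitted curve at half-maximal effect; plate controls were DMSO vehicle for no effect and reference control for full effect; nearly all actives have a fitted effect of over 55% in size; some results filed as inactive show a strong effect at the top dose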
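Cultures pregrown in 2.5% raffinose medium are shifted to minimal medium containing 2% galactose to express toxic FUS. Compounds are tested at several concentrations. After 24hr at 30C, growth is quantified at 600 nm absorbance.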
* marks the source's active call; other numbers are inactive results; u = inconclusive; x = no result given; [ ] = dose if it differs, or a comment. Unless noted, calls follow the shape of the dose curve; as a rule, active = well fitted curve in the direction sought with a large enough effect; inconclusive = small, poorly fitted or top-dose-only effect, or another doubt; inactive = no such curve, though single readings can be large; an effect the other way counts as inactive or inconclusive. This is a subset; count on the stated rates, not on these rows.

entry | Compound | FUS suppressor | EPAC2 antag | EPAC2 agonist | aSyn yeast inh | DRD3 agonist | Abeta yeast res | TDP43 rescue | DRD3 antagonist
1 | C=CCn1c(SCC(C)=O)nc2sc3c(c2c1=O)CCC3 | -10% | -24% | -9% | 2% | -1 | 0% | 0% | 6
2 | COc1ccc(Cc2c(-c3cccc(Br)c3)nc3cc(C)c(Br)c(C)n23)c(C)c1 | 2% | 3% | 8% | -10% | 3 | -17% | 16% | 64
3 | O=C(CCN1C(=O)/C(=C\C=C\c2ccccc2)SC1=S)Nc1cccc(C(=O)O)c1 | u | 24% | 14% | -1% | 13 | 12% | 13% | -2
4 | O=C1c2ccccc2C(=O)N1c1ccccc1S(=O)C(F)(F)F (stereo not given) | -17% | -7% | 8% | 3% | 0 | 11% | u | -11
5 | O=C(O)C1(Nc2ccc(Cl)cc2)CCCC1 | -22% | 17% | 6% | 2% | 9 | u | u | 5
6 | Cc1ccccc1NC(=O)CN1C(=O)CSc2ccccc21 | -6% | -7% | 2% | 3% | 8 | -1% | -13% | -9
7 | CCN(CC)S(=O)(=O)c1cccc(NC(=O)c2cc(-c3cccs3)nn2-c2ccccc2)c1 | x | 3% | 3% | -4% | -6 | -10% | -24% | -8
8 | CCN1CCc2c(OCC(=O)N3CCCCC3)cccc2C1=O | -9% | 5% | 3% | 4% | 1 | -2% | 4% | 12

The list goes on (2 carried over from the part before).
entry | Compound | FUS suppressor | EPAC2 antag | EPAC2 agonist | aSyn yeast inh | DRD3 agonist | Abeta yeast res | TDP43 rescue | DRD3 antagonist
7 | CCN(CC)S(=O)(=O)c1cccc(NC(=O)c2cc(-c3cccs3)nn2-c2ccccc2)c1 | x | 3% | 3% | -4% | -6 | -10% | -24% | -8
8 | CCN1CCc2c(OCC(=O)N3CCCCC3)cccc2C1=O | -9% | 5% | 3% | 4% | 1 | -2% | 4% | 12
9 | Cc1ccc(S(=O)(=O)N2[C@H](CC(=O)c3cccc4ccccc34)OC[C@@H]2C(C)C)cc1 | 26% | 5% | 4% | 6% | 6 | 8% | 17% | 0
10 | Cc1cc([N+](=O)[O-])ccc1NC(=O)C(C)[n+]1ccccc1 (stereo not given) | 16% | 4% | 5% | 2% | -16 | 4% | 4% | -21
11 | COc1ccccc1OC(C)C(=O)Nc1ccccc1C(=O)NCC1CCCO1 (stereo not given) | -11% | 14% | -3% | -4% | -8 | -5% | -23% | -8
12 | Cc1cc(C(=O)NNc2ccc(F)cc2F)no1 | -19% | 9% | -2% | 2% | 8 | -16% | -4% | 3
13 | CCN(CC)c1ccc(NC(=O)CN2CCN(CC(=O)Nc3ccc(OC)cc3)CC2)cc1 | -2% | -5% | -11% | 3% | -3 | 5% | 0% | 14
14 | COc1ccc(NC(=O)c2ccc(-c3ccc(C)c4ccccc34)o2)cc1 | 1% | -7% | 11% | 7% | 1 | -7% | u | 14
15 | O=C(C1CC1)N1CCc2cc(Br)cc(S(=O)(=O)NC3CCCCC3)c21 | 7% | 1% | 5% | -6% | -8 | -3% | 9% | u
16 | Cc1ccc(NC(=O)c2oc3ccc(S(=O)(=O)N4CCC5(CC4)OCCO5)cc3c2C)cc1Cl | 22% | x | x | x | 15 | -8% | 13% | x
17 | CCOC(=O)N1CCN(C(=O)COC(=O)C2CCN(S(=O)(=O)c3c(Cl)cccc3Cl)CC2)CC1 | 27% | -1% | 12% | -6% | 7 | -5% | -8% | 27
18 | CCCCn1c(N)c(N(CCOC)C(=O)COC(=O)COc2c(C)cccc2C)c(=O)[nH]c1=O | 5% | -6% | 7% | -2% | 0 | 5% | -31%[inhibitor] | 2
19 | Cn1c(=O)c2c(ncn2CC(=O)OCC(=O)NNC(=O)c2ccc(Cl)cc2)n(C)c1=O | x | 10% | 9% | 0% | -24 | -1% | 16% | -124*
20 | Cc1ccc2nc(-c3ccc(NC(=O)c4ccccc4S(C)(=O)=O)cc3)sc2c1 | 3% | x | x | x | -4 | 2% | 13% | x
21 | O=C(Cn1c(Cc2ccccc2)nc2ccccc21)NCc1ccc2c(c1)OCO2 | 15% | 13% | 4% | -2% | -2 | -7% | 3% | -5
22 | CCCS(=O)(=O)NC(=O)C1(C)CCCN(C(=O)c2ccc3ccccc3c2)C1 (stereo not given) | 1% | -19% | 5% | 4% | -5 | -9% | 13% | u
23 | Cc1ccc2c(c1)C(c1ccccc1)N(C(=O)c1ccc(S(=O)(=O)N3CCCC3)cc1)CC(=O)N2 (stereo not given) | 25µM* | x | x | x | 4 | -2% | 5% | x
24 | c1ccc(CN2CCC3CC2c2c3cccc2N2CCOCC2)cc1 (stereo not given) | -24% | 13% | -1% | 1% | 1 | -7% | 19% | 3
25 | COc1ccc(/C=N/NC(=O)c2ccc3c(c2)OCO3)cc1 | -21% | -3% | 7% | -10% | -3 | 6% | 16% | -2
26 | COCCCNC(=O)C(Cc1ccccc1)NS(=O)(=O)c1ccc2c(c1)c(=O)n(C)c(=O)n2C (stereo not given) | x | 6% | 9% | 5% | 3 | u | -2% | 13
27 | Cc1[nH]c2ccccc2c1C1(O)C(=O)N(Cc2ccc(Cl)cc2)c2ccccc21 (stereo not given) | 6% | x | x | x | -2 | 8% | 18% | x
28 | CNCC(=O)Nc1c(C)n[nH]c1C | 1% | 3% | 3% | 4% | 7 | 3% | 6% | 9
29 | O=C(O)c1[nH]c2ccccc2c1CC(=O)N1CCN(c2ccccc2)CC1 | 21% | -1% | 9% | 8% | -7 | -7% | -2% | 0
30 | CC(C)CNC(=O)c1c(N)n(/N=C/c2ccccn2)c2nc3ccccc3nc12 | -16% | 22% | -9% | -25% | -1 | 3% | -18% | 15
31 | COc1ccc(-n2c(SCC(=O)N3CCc4ccccc43)nnc2-c2c[nH]c3ccccc23)cc1 | -24% | -3% | 6% | 2% | 5 | -2% | 4% | 5
32 | COc1cccc(NC(=O)N2C3CCCC2CC(NC(=O)C2CC2)C3)c1 (stereo not given) | 8% | -3% | 14% | -5% | -3 | -4% | -14% | -13

Part of the list above in order of SMILES length, smallest number first:
entry | Compound | FUS suppressor | EPAC2 antag | EPAC2 agonist | aSyn yeast inh | DRD3 agonist | Abeta yeast res | TDP43 rescue | DRD3 antagonist
28 | CNCC(=O)Nc1c(C)n[nH]c1C | 1% | 3% | 3% | 4% | 7 | 3% | 6% | 9
12 | Cc1cc(C(=O)NNc2ccc(F)cc2F)no1 | -19% | 9% | -2% | 2% | 8 | -16% | -4% | 3
24 | c1ccc(CN2CCC3CC2c2c3cccc2N2CCOCC2)cc1 (stereo not given) | -24% | 13% | -1% | 1% | 1 | -7% | 19% | 3
11 | COc1ccccc1OC(C)C(=O)Nc1ccccc1C(=O)NCC1CCCO1 (stereo not given) | -11% | 14% | -3% | -4% | -8 | -5% | -23% | -8
10 | Cc1cc([N+](=O)[O-])ccc1NC(=O)C(C)[n+]1ccccc1 (stereo not given) | 16% | 4% | 5% | 2% | -16 | 4% | 4% | -21
29 | O=C(O)c1[nH]c2ccccc2c1CC(=O)N1CCN(c2ccccc2)CC1 | 21% | -1% | 9% | 8% | -7 | -7% | -2% | 0
21 | O=C(Cn1c(Cc2ccccc2)nc2ccccc21)NCc1ccc2c(c1)OCO2 | 15% | 13% | 4% | -2% | -2 | -7% | 3% | -5
22 | CCCS(=O)(=O)NC(=O)C1(C)CCCN(C(=O)c2ccc3ccccc3c2)C1 (stereo not given) | 1% | -19% | 5% | 4% | -5 | -9% | 13% | u
2 | COc1ccc(Cc2c(-c3cccc(Br)c3)nc3cc(C)c(Br)c(C)n23)c(C)c1 | 2% | 3% | 8% | -10% | 3 | -17% | 16% | 64

Further records follow:
entry | Compound | FUS suppressor | EPAC2 antag | EPAC2 agonist | aSyn yeast inh | DRD3 agonist | Abeta yeast res | TDP43 rescue | DRD3 antagonist
33 | Cc1ccc(OCC(=O)Oc2c(C)cccc2C)cc1 | -8% | -25% | 6% | -3% | -4 | 7% | -9% | -25
34 | COc1cc(/C=C2\C(=O)N(c3cccc(C(=O)O)c3)N=C2C)ccc1OCc1ccccc1 | 6% | -26% | -4% | 1% | -12 | -4% | -6% | -20
35 | CN(C(=O)CSc1nc2ccc(NC(=O)c3cccs3)cc2s1)c1ccccc1 | u | x | x | x | 4 | -17% | 2% | x
36 | CCOC(=O)C1CCN(C(=O)Nc2ccc3c(c2)nc(C)n3C)CC1 | 7% | -4% | -2% | -9% | 2 | 5% | -10% | 6
37 | COc1ccc(S(=O)(=O)N(CC(=O)Nc2cccc(C)c2)c2ccc(C)cc2)cc1OC | 5% | x | x | -15% | 6 | -10% | 5% | x
38 | Cc1ccc(S(=O)(=O)N/N=C\c2ccc3c(c2)OCO3)cc1 | -5% | 0% | 6% | -6% | 11 | -2% | 8% | 4
39 | O=S1(=O)CC(N2CCN(CCO)CC2)CN1Cc1cn(Cc2cccc(Cl)c2)nn1 (stereo not given) | -18% | 4% | -2% | u | -1 | -17% | -1% | -9
40 | CN(C)C(CNC(=O)NC1CCCCC1)c1cccnc1 (stereo not given) | -2% | 5% | 1% | 1% | -4 | 2% | -3% | -18
41 | COc1ccc(Cn2c(-c3ccc(Br)cc3)c[n+]3ccccc23)cc1 | -5% | 3% | 12% | 0% | 2 | -14% | -12% | -11
42 | Cc1ccccc1OCC(=O)OCC(=O)NCc1ccc2c(c1)OCO2 | 4% | -10% | 5% | 7% | -6 | 3% | -3% | 2
43 | Cc1ccc2nc(C(Cl)(Cl)Cl)nc(N/N=C/c3ccc([N+](=O)[O-])cc3)c2c1 | 16% | 1% | -4% | -6% | 11 | -16% | -4% | 1
44 | Cc1ccc(CNc2nc3c(S(=O)(=O)c4ccccc4)nnn3c3ccsc23)cc1 | 7% | x | x | x | -16 | -14% | -7% | x
45 | O=C(NCCN1CCOCC1)c1cccc(S(=O)(=O)N(Cc2ccccc2)c2ccccc2)c1 | -6% | 0% | 2% | -1% | -4 | 14% | -20% | 1
46 | CC(C)c1ccccc1OCC(=O)NCC(c1cccs1)N1CCOCC1 (stereo not given) | 15% | -10% | 8% | 7% | 12 | 29% | 5% | -5
47 | CCN1CCN(c2ncnc3sc(C)c(-c4ccccc4)c23)CC1 | -2% | 2% | 1% | 2% | -1 | 4% | 0% | -24
48 | Cn1cc(C(=O)NC2CCCCC2)c(=O)c2cc(S(=O)(=O)N3CCCC3)ccc21 | 6% | 8%[57.1 µM] | -8% | 5% | 5 | 1% | 1% | 8
49 | COc1cc(C(=O)N2CCN(c3ccccc3F)CC2)ccc1OCC(=O)N1CCOCC1 | -7% | 8% | -7% | -5% | 4 | -9% | -24% | 7

Screens as filed in PubChem.
